# Source: PubChem BioAssay (National Center for Advancing Translational Sciences (NCATS))
# GLP-1R inv ag – inverse agonists of human GLP-1 receptor; Potency, µM (highest dose often 38.3 µM), inactives show top-dose activity change, negative = inhibition, usual class: inhibitors; hit rate 1.6% among 410,000; HEK293 GLP-1R CRE-luciferase, luminescence, 24 h; GLP-1R form is constitutively active; P43220; also: potency is read from the fitted curve at half-maximal effect; % is scaled to controls: 0 for no effect and ±100 for the full control effect; nearly all actives have a fitted effect of over 55% in size
#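 Luminescence readout: a drop in cAMP-driven luciferase signal flags inverse agonism at a constitutively active GLP-1R stably expressed in HEK293. Compound exposure lasted 24 hr at 37 deg C, 5% CO2.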
# GLP1R cytotox – cytotoxic in the GLP-1 receptor inverse agonist counter-screen. HEK293 cAMP-luciferase reporter cells, luminescence, 24 h. hit rate 0.13% among 410,000. Potency, µM (series often up to 38.3 µM), without a hit: top-dose activity change, negative = inhibition, most hits filed as inhibitors;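 also: loss of luciferase light is scored as toxicity; potency is read from the fitted curve at half-maximal effect; % is scaled to controls: 0 for no effect and ±100 for the full control effect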
#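 Here, cytotoxicity is scored as loss of luminescence. The MLSMR collection was tested on cells seeded in medium containing 10% Nu serum, with a 24 hr compound exposure preceded by 12 hours of culture.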
# IL2 activator – IL-2 activation; IL-2 activation reporter assay, cell-based qHTS; stimulated with anti-CD3/CD4/CD28 beads; in transgenic mouse T cells; activation, % (series mostly up to about 46 µM); hit rate 0.065% among 360,000; AID 652025; in the data active = activation above about 50%; inconclusive = mostly about 30% to 49%; also: 0% is about no effect
#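 Unstimulated transgenic mouse T cells; 60-min compound exposure; bead-based TCR/CD4/CD28 stimulation; 18 h culture, 37 degrees C; dual fluorescence (EGFP, DsRed) plate cytometry.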
# PI5P4Ka inh – PI5P4K alpha (human) kinase inhibition; hit rate 1.2% among 330,000; AID 652105; PI5P4Kalpha enzyme, ADP-Glo luminescence, 60 min; stronger effect = lower value; max response, %; active = max response of -50% or lower; inconclusive = between -30% and -50%; inactive = -30% or higher; also: value at the top dose of about 77 µM; % is scaled to controls: 0 for no effect and ±100 for the full control effect
#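 Reactions run in 0.038 M HEPES pH 7.4, 0.28 mM EGTA, 0.1% CHAPS and 5% DMSO, with PI5P4Kalpha, substrate, compound and 5 microM ATP final, one hour at room temperature. Readout is ADP-Glo luminescence.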
# EPAC1 agonist – activates human EPAC1 exchange factor; AID 720707; Potency, µM (titrated, usually from 154 µM), for inactives: top-dose activation, most hits filed as activators; EPAC1 agonist qHTS, biochemical assay; response scale: 100% = response to 6.5 mM cAMP; hit rate 0.073% among 360,000; O95398; also: potency is read from the fitted curve at half-maximal effect; nearly all actives have a fitted effect of over 60% in size
# Target sequence (O95398 whole entry, looked up): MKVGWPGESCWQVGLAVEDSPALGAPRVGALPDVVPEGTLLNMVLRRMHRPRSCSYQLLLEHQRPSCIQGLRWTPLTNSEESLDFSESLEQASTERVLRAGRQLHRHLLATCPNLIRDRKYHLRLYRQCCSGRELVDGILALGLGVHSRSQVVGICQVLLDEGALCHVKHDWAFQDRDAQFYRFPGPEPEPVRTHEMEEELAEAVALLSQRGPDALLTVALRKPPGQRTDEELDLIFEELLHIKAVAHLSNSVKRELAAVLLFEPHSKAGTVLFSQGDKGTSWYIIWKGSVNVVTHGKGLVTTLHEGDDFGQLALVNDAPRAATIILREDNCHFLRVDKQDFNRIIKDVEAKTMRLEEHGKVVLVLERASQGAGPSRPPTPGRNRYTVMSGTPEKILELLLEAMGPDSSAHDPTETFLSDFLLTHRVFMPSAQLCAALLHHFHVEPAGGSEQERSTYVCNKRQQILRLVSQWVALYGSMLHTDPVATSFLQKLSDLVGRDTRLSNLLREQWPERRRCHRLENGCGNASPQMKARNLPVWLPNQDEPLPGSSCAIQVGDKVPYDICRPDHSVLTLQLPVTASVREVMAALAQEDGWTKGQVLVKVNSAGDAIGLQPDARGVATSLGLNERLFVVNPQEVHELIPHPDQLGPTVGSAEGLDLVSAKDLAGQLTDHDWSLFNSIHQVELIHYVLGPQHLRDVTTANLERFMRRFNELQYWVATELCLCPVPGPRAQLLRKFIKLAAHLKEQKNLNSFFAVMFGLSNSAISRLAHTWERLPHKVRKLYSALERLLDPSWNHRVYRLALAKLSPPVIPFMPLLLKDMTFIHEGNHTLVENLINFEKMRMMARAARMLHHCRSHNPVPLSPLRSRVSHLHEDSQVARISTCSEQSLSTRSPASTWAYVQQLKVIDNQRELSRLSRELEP
#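 Compounds were pinned as a concentration titration into mixtures of EPAC1 (100 nM), BODIPY-GDP-loaded Rap1B (250 nM) and GDP (50 uM). After 5 min at room temperature, fluorescence was followed for 30 min; activity was scaled to 6.5 mM cAMP.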
# PLK1 PBD block – PLK1 (human) polo-box domain binding inhibition. P53350. Plk1 PBD binding of FITC phosphopeptide, fluorescence polarization. AID 720504. Potency, µM, for the others: max response, negative = inhibition, usual class: inhibitors. hit rate 2.8% among 360,000; also: potency is read from the fitted curve at half-maximal effect; series mostly up to about 57 µM; % is scaled to controls: 0 for no effect and ±100 for the full control effect; nearly all actives have a fitted effect of over 65% in size
# PTHR1 ag – PTHR1 (human) receptor agonism; hit rate 0.075% among 410,000; Potency, µM (highest dose often 115 µM), without a hit: at the highest dose activation, actives largely listed as activators; HEK293 GP2 PTHR1 cells, GloSensor cAMP luminescence, 1 h; AID 743266; also: potency is read from the fitted curve at half-maximal effect; nearly all actives have a fitted effect of over 55% in size; some results filed as inactive show a strong effect at the top dose; inactives centre near -15; many of its hits are not listed in these tables
#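 HEK-293-derived GP2 cells expressing PTHR1 and a GloSensor cAMP reporter, 3,000/well, plated overnight, given luciferin plus IBMX (each 0.5 mM as added) for 1 h at 37 °C, then compound for 1 h at 37 °C. Luminescence was read after 15 min at room temperature.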
# EPAC1 antag – EPAC1 (human) antagonism; EPAC1 GEF assay, Rap1b-BODIPY-GDP exchange fluorescence; hit rate 0.14% among 360,000; Potency, µM (series often up to 115 µM), for the others: at the top dose activity change, negative = inhibition, actives largely listed as inhibitors; AID 720709;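 also: potency is read from the fitted curve at half-maximal effect; plate controls were vehicle for no effect and positive control for full effect; nearly all actives have a fitted effect of over 50% in size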
# GLP1R ag – activates the human GLP-1 receptor; P43220; hit rate 0.007% among 380,000; Potency, µM (doses to about 45.6 µM), without a hit: at the top dose activation, hits mostly activators; HEK293 GLP-1R CRE-luciferase, luminescence, 4-6 h; cells express a hypersensitive GLP-1R form; also: potency is read from the fitted curve at half-maximal effect; % of control where 0% means no effect
# Starred values were filed as active, the others as inactive; i = inactive; ? = inconclusive; . = not tested or not shown; & = joins results of further samples; [ ] = another dose, or the depositor's remark. Unless noted, calls follow the shape of the dose curve; as a rule, active = well fitted curve in the direction sought with a large enough effect; inconclusive = small, poorly fitted or top-dose-only effect, or another doubt; inactive = no such curve, though single readings can be large; an effect the other way counts as inactive or inconclusive. An excerpt; the hit share may differ from the screen's.
SMILES,GLP-1R inv ag,GLP1R cytotox,IL2 activator,PI5P4Ka inh,EPAC1 agonist,PLK1 PBD block,PTHR1 ag,EPAC1 antag,GLP1R ag
CN1CCC(N(C)C(=O)CCc2nc3ccccc3c(=O)[nH]2)CC1,3%,4%,0.4,.,0%,-1%,-18%,-20%,-5%
CC(C)C[C@H]1CN([C@@H](Cc2ccc(O)cc2)CN2CCC[C@@H]2CN2C(=O)C(=O)NC[C@@H]2Cc2ccccc2)C(=O)C(=O)N1CC1CCCCC1,11%,-1%,0.0,-3,-10%,-22%,21%,?,8%
Cc1[nH]c2ccccc2c1SCC(=O)N1CCC(C)CC1,?,-2%,-0.2,0,-6%,4%,-30%,1%,9%
N=C1c2ccccc2-c2ccccc21,39%[activator],13%,-0.4,2,-2%,1%,-4%,3%,5%
C#CCNC(=O)C[C@@H]1C[C@@]2(C(=O)OC)CCCCC=C2N(CCc2ccc(OC)c(OC)c2)C1=O,11%,3%,-0.2,-20,2%,-7%,i,11%,.
CC(C)(C)OC(=O)NC(CNCc1ccccc1)Cc1ccccc1 (configuration not stated),?,2%,-0.2,4,-14%,-11%,-61%[inhibitor],-8%,7%
CCOc1ccc2oc(-c3ccccc3)c(C(=O)N3CCN(C)CC3)c2c1,0%,?,-1.2,.,-5%,-7%,i,12%,0%
Cc1ccc(Cn2c(Sc3nccc(C)n3)nc3c2c(=O)[nH]c(=O)n3C)cc1,7%,-3%,-2.6,0,4%,-3%,i,-2%,29%
CCN(CC)CCNC(=O)c1ccc(NC(=O)Nc2cccc3ccccc23)cc1,10µM*,7%,1.1,6,-1%,-3%,-8%,-11%,14%
O=C(CC1(C(F)(F)F)OCCO1)Nc1ccc2c(c1)OCO2,8%,-33%,-0.8,.,5%,2%,-21%[57.5 µM],9%,1%
Cc1csc2ncc(C(=O)N3CCc4ccccc43)c(=O)n12,14%,21%,1.2,-9,-6%,-3%,-17%,2%,-4%
O=C(Nc1ccc([N+](=O)[O-])cc1)N1CCCCC1,12%,8%,0.7,2,-2%,-4%,i,-15%,-1%
O=C1CN(C(=O)COc2ncnc3ccccc23)c2ccccc2N1,-14%,-21%,0.2,-6,-3%,-2%,-3%,14%,-5%
C=C(C)c1cccc(C(C)(C)NC(=O)Nc2ccc(Cl)cn2)c1,?,12%,-3.4,-1,-1%,3%,-37%[inhibitor],2%,6%
Clc1ccccc1Cc1noc(CN2CCN(c3cnccn3)CC2)n1,-1%[0.307 µM],2%[0.307 µM],0.8,3,-5%,-13%,-5%,-19%,7%
Cc1ccc(C)c(NC(=O)CCOc2ccccc2)c1,13%&4%,4%&9%,-1.1,0,10%,-3%,-47%&-19%[inhibitor],0%,3%
CCc1[nH]nc2c1C(c1cccc(OC(=O)N3CCOCC3)c1)C(C#N)=C(N)O2 (configuration not stated),0%,-7%,-2.2,.,-1%,-15%,-1%[57.5 µM],3%,-1%
COc1ccc(C(CNC(=O)c2ccc(OCc3c(C)noc3C)cc2)N2CCCC2)cc1 (configuration not stated),-27%,-7%,0.4,5,-12%,4%,-47%[inhibitor],18%,3%
CCOC(=O)C1=C(C)NC2=C(C(=O)c3ccccc32)C1c1ccc([N+](=O)[O-])o1 (configuration not stated),-17%,-7%,-0.9,-15,18%,-22%,-9%,-24%,-15%
O=C(COC(=O)c1ccc(O)cc1O)Nc1cccc2ccccc12,?,-20%,-0.2,0,-5%,-5%,i,5%,-9%

# An excerpt from above, reduced to EPAC1 agonist and IL2 activator:
molecule	EPAC1 agonist	IL2 activator
Clc1ccccc1Cc1noc(CN2CCN(c3cnccn3)CC2)n1	-5%	0.8
Cc1ccc(C)c(NC(=O)CCOc2ccccc2)c1	10%	-1.1

# More entries:
SMILES,GLP-1R inv ag,GLP1R cytotox,IL2 activator,PI5P4Ka inh,EPAC1 agonist,PLK1 PBD block,PTHR1 ag,EPAC1 antag,GLP1R ag
CC(C)=NOc1cc(NC(=O)CCl)cc([N+](=O)[O-])c1,?,?,-1.6,1,5%,?,-44%[inhibitor],4%,-21%
CSc1nnc(-c2ccc(C(F)(F)F)cn2)o1,25%,2%,0.4,-1,-3%,-9%,i,16%,2%
CCCCNC(=O)CCc1c(C)nc2nc(-c3cc(OC)cc(OC)c3)nn2c1C,9%,5%,7.8,1,-2%,-2%,19%,2%,4%
Cc1ccc(NC(=O)c2ccc3c(c2)CCN3S(C)(=O)=O)c(C)c1,11%,0%,1.1,4,3%,0%,i,9%,-4%
N/C(Cc1ccc(Cl)cc1)=N\OC(=O)c1ccccc1,?,?,0.4,4,0%,-6%,?,5%,23%
Cn1cnnc1SCC(=O)Nc1nc(-c2ccccc2)cs1,4%,-4%,0.1,2,-8%,-2%,-12%,-9%,0%
COc1cc(OC)c(NC(=O)c2c(-c3ccccc3)noc2C)cc1Cl,4%,6%,1.7,.,4%,-9%,-40%[inhibitor],7%,-2%
O=C(O)c1ccc(N/N=C/c2cccc3cccnc23)cc1,14%,-9%,-1.6,2,7%,-20%,-34%[inhibitor],-9%,0%
CCC(C)/C(C)=N/NC(=O)c1ccc(COc2ccc(Cl)c(C)c2)cc1 (configuration not stated),?,-8%,0.0,15,-14%,3%,-39%[inhibitor],6%,-1%
CC(C)CC(=O)NC(=S)NCCc1ccccc1,?,?,-3.4,4,11%,-11%,-12%,4%,8%
COCCN(C(=O)C1CCC1)c1nnc(-c2cccnc2)s1,24%,15%,-2.0,1,2%,-23%,i,6%,1%
O=C(CCCC(=O)N/N=C\c1ccccn1)N/N=C\c1ccccn1,-3%,2%,-0.5,-7,2%,-8%,29%,5%,5%
COc1ccc(C(c2c(O)nc[nH]c2=O)c2c(O)nc[nH]c2=O)cc1,8%,10%,4.2,11,7%,-2%,i,-15%,-2%
COc1ccccc1CNC(=O)CSc1nc(C)cs1,8%,-4%,1.3,6,1%,1%,-55%[inhibitor],4%,2%
Cc1cc(F)cc(-c2cc(C(=O)NCc3ccco3)[nH]n2)c1,9%,-1%,0.4,9,11%,-9%,-8%,1%,-5%
Cc1nc2ccccn2c(=O)c1NC(=O)c1ccco1,-1%,3%,-2.3,-7,-8%,-1%,i,11%,-5%
COc1ccc(S(=O)(=O)N(C)C[C@H]2Oc3c(NC(=O)C4CCCCC4)cccc3C(=O)N([C@H](C)CO)C[C@@H]2C)cc1,13%,-2%,0.3,-3,-7%,-12%,3%,-9%,8%
Cc1cccc(NC(=O)Cn2c(=O)n(CC3CCCO3)c(=O)c3ccccc32)c1 (configuration not stated),-26%,-13%,0.9,0,-1%,4%,0%,7%,3%
N#C/C(=C\c1ccc(Oc2ccc(C(F)(F)F)cc2[N+](=O)[O-])cc1)c1nc2ccccc2[nH]1,?,-19%,0.2,-9,-8%,-4%,-27%[57.5 µM],1%,-13%
COC(=O)c1ccc2c(=O)n(-c3ccccc3)c(=S)[nH]c2c1,18%,-10%,0.3,-10,2%,-1%,-15%,-8%,-2%

# By substructure, those above with a cyano group.
SMILES,GLP-1R inv ag,GLP1R cytotox,IL2 activator,PI5P4Ka inh,EPAC1 agonist,PLK1 PBD block,PTHR1 ag,EPAC1 antag,GLP1R ag
CCc1[nH]nc2c1C(c1cccc(OC(=O)N3CCOCC3)c1)C(C#N)=C(N)O2 (configuration not stated),0%,-7%,-2.2,.,-1%,-15%,-1%[57.5 µM],3%,-1%
N#C/C(=C\c1ccc(Oc2ccc(C(F)(F)F)cc2[N+](=O)[O-])cc1)c1nc2ccccc2[nH]1,?,-19%,0.2,-9,-8%,-4%,-27%[57.5 µM],1%,-13%

# Profiles, quoted from the list. Order of values: GLP-1R inv ag	GLP1R cytotox	IL2 activator	PI5P4Ka inh	EPAC1 agonist	PLK1 PBD block	PTHR1 ag	EPAC1 antag	GLP1R ag
# Cn1cnnc1SCC(=O)Nc1nc(-c2ccccc2)cs1 as listed: 4%	-4%	0.1	2	-8%	-2%	-12%	-9%	0%
# O=C1CN(C(=O)COc2ncnc3ccccc23)c2ccccc2N1 as listed: -14%	-21%	0.2	-6	-3%	-2%	-3%	14%	-5%
